# Mcl1-Noxa inh = Mcl-1/Noxa binding inhibitors, primary screen, biochemical, TR-FRET, 1536-well; TR-FRET Mcl-1/Noxa peptide binding, 2 h; inhibition, % at 21.7 µM; 220,000 compounds, 1.5% hits;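 active = compounds that cut the protein-peptide binding signal by more than 50% relative to plate controls in a single-dose test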;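 also: His-tagged Mcl-1 with rhodamine Noxa BH3 peptide and terbium anti-His antibody; 0% = Mcl-1 plus Noxa peptide wells and 100% = peptide-only wells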
# Target sequence (Q07820 whole entry, looked up): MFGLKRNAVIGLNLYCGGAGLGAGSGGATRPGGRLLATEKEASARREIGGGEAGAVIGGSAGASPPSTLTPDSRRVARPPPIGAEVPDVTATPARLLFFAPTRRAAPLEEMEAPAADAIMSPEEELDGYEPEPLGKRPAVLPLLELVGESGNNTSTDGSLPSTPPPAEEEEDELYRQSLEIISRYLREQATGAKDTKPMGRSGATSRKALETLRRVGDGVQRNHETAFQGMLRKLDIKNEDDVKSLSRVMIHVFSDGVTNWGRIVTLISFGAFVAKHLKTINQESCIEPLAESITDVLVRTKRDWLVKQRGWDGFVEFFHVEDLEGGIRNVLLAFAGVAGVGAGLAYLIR
# RGS8-Gao reg = RGS8-Galphao binding modulators, primary screen, biochemical, multiplexed bead flow cytometry; Guanine nucleotide-binding protein G(o) subunit alpha (Homo sapiens), P09471; actives lie on both sides; response (percent of control binding), % at 10 µM; 220,000 compounds, 0.34% hits; AID 1423, 2008; in the data active = response below about 60% or above about 140%; inactive = in between;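 also: Galphao activated as the GDP aluminium fluoride complex binding bead-coupled RGS8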
# Target sequence (P09471 whole entry, looked up): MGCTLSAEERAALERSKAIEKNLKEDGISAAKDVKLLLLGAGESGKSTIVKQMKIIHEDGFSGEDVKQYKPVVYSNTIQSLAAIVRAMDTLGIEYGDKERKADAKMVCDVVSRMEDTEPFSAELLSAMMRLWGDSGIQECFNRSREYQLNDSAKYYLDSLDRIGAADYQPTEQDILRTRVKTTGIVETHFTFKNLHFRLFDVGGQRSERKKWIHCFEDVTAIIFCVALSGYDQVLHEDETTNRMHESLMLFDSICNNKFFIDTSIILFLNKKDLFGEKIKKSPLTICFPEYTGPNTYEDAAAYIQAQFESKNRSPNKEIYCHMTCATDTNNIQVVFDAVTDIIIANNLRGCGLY
# Mcl1-Bid inh = Mcl-1/Bid binding inhibitors, primary screen, biochemical, TR-FRET, 1536-well. Induced myeloid leukemia cell differentiation protein Mcl-1 (Homo sapiens), Q07820. TR-FRET Mcl-1/Bid-Dy647 peptide binding. inhibition, % at 21.7 µM. 220,000 compounds, 0.97% hits. AID 1021, 2008;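 active = compounds that cut the binding signal by more than half at the single screening dose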;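 also: His-tagged Mcl-1 with europium anti-His antibody binding Bid BH3 peptide; 0% = Mcl-1 plus peptide wells and 100% = peptide-only wells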
# Mcl-1 Bim block = inhibitors of Bim peptide binding to Mcl-1, primary screen, biochemical, bead-based flow cytometry, multiplex. Induced myeloid leukemia cell differentiation protein Mcl-1 (Homo sapiens), Q07820. Bim peptide-Mcl-1 binding. inhibition, % at 10 µM. 190,000 compounds, 0.1% hits; in the data active = inhibition above about 40%;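 also: 0% = no compound tracer wells and 100% = peptide blocker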
# Active calls of the source: *; x = no result given. Some of the compounds tested; rates above refer to the full screens.
SMILES,Mcl1-Noxa inh,RGS8-Gao reg,Mcl1-Bid inh,Mcl-1 Bim block
COc1ccc(CCNC(=S)NC(=O)/C=C/c2ccc(C)cc2)cc1OC,-5,x,27,x
O=C1NC(=O)/C(=C/c2cccc(O)c2)N1,17,x,-21,x
CCO/C([O-])=N/c1c[n+](N2CCOCC2)no1,19,x,48,0
COc1cccc(CN2C[C@]34C=C[C@@H](C[C@@H]3S2(=O)=O)O4)c1,-4,102,-21,x
CCOC(=O)/C(C#N)=C/c1cccc(C)c1,1,99,-9,x
O=C(COC(=O)c1c(F)cccc1F)c1ccc[nH]1,8,93,-13,x
COc1ccc2cc1Oc1ccc(cc1)C[C@H]1c3cc(c(OC)cc3CCN1C)Oc1c(OC)c(OC)cc3c1[C@H](C2)N(C)CC3,-4,102,-38,x
COc1cc(-c2ccc(Nc3ccccc3C(=O)O)c(OC)c2)ccc1Nc1ccccc1C(=O)O,105*,96,98*,x
O=C(/C=C/c1ccco1)Nc1nc(-c2ccc(F)c(F)c2)cs1,22,101,2,x
C/C=C/C(=O)N1CC2(CC(c3cccc(NC(=O)CCCCC)c3)=NO2)C[C@H]1C(N)=O (stereo partly specified),5,99,-49,x
Oc1c(CN2CCN(c3ccccc3)CC2)cc(Br)c2cccnc12,-106,96,-188,x
CS(=O)(=O)Oc1ccc(Br)c2cccnc12,3,100,-4,x
COc1cc(O)c(C(=O)/C=C/c2ccccc2)c(OC)c1,20,100,-50,x
CCC(CO)Nc1nc2ccc(Cl)cc2c2ccccc12 (stereo unspecified),17,124,15,x
CC(C)COc1nc2c(c(=O)n(C)c(=O)n2C)n1C,-1,91,-5,x
COCCNc1nc(C)cc(-c2cc(-c3ccc(Cl)cc3)on2)n1,-7,99,-13,x
C(=C\c1ccccn1)/c1ccccn1,-3,90,3,x
FC(F)(F)c1cccc(NC(=S)NNC(=S)Nc2ccc(Cl)cc2)c1,-63,104,-61,x
C[C@H](NC(=O)c1nc[nH]c1C(=O)NCC(=O)OC(C)(C)C)C(=O)OC(C)(C)C,-18,87,-27,x
CC(C)(C)NC(=O)c1ccc(C(=O)NC(C)(C)C)cc1,10,100,9,x
C[C@@]12CCC=C[C@H]1[C@H](c1ccoc1)N(Cc1ccccc1)C2=O,-14,104,-46,x
Cc1cc(S(N)(=O)=O)c(N)c(S(N)(=O)=O)c1,0,103,-8,x
CCCC(=O)Nc1cc(C)c2c(=O)oc3ccccc3c2n1,33,102,-34,x
CN1C[C@@H]2C(c3ccc(C(F)(F)F)cc3)C3(c4ccccc4)CC2(C3)[C@H]1c1ccccc1 (stereo partly specified),12,100,-61,x
CCC1ON(C(C)C)C2c3nc4ccccc4n3CC12 (stereo unspecified),-17,103,-23,x
C[C@@H]1CC[C@H](O)/C=C/C(=O)O[C@H](C)CC[C@H](O)/C=C/C(=O)O1,-9,93,-43,x
CN1C(C(=O)NCc2cccc(C(F)(F)F)c2)CC2Cn3c(nc4cc(Cl)c(Cl)cc43)C21 (stereo unspecified),-12,102,-25,x
COc1cc2c(c(OC)c1OC)-c1c(cc3c(c1O)OCO3)C[C@@H](C)[C@@H](C)C2,4,99,-4,x
CCCCC1=CC2=C(c3ccco3)C(=O)C(C)(OC(=O)c3ccc(OC)cc3)C(=O)C2=CN1CCCOC(C)C (stereo unspecified),16,102,29,x
CCOc1ccc(NC(=O)c2cc3ccccc3cc2O)cc1,43,99,-144,x
C#CCOCCOCCOCCNc1nc(N2CCN(C(=O)C([C@@H](C)CC)n3cc(C(N)CO)nn3)CC2)nc(N2CCN(C(=O)[C@H](CCC(=O)O)n3cc(C(N)Cc4ccc(O)cc4)nn3)CC2)n1 (stereo partly specified),4,101,-40,x
COc1ccc(CCn2c(NN=C3CCCCC3)nc3c2c(=O)[nH]c(=O)n3C)cc1,-16,98,-192,x
C=C1CCN(C(C)C(=O)OC)S(=O)(=O)c2ccccc21 (stereo unspecified),-6,96,-58,x
CCCCN1C(=O)C(=O)NC[C@@H]1C(C)O (stereo partly specified),12,105,-25,x
FC(F)(F)c1ccc(C2[C@H]3CN(Cc4ccc(-c5ccccc5)cc4)[C@H](c4ccccc4)C34CC2(c2cccnc2)C4)cc1 (stereo partly specified),7,103,-54,x
CC(=O)CCC1C2C(O)C(C(C)C)C(OC(=O)/C=C/c3ccccc3)CC12C (stereo unspecified),8,111,-23,x
CC(C)OC(=O)Nc1ccc(-c2ccc(NC(=O)OC(C)C)cc2Cl)c(Cl)c1,2,101,-72,x
CCN1C(=O)N[C@@H](CCc2ccccc2)[C@@H](C(=O)OC)[C@H]1C,-18,102,-20,x
C[n+]1nc(Nc2cccc(F)c2)sc1-c1ccc(C(=O)O)cc1,10,101,-87,x
CCC(=O)N1CCC2(CC1)Oc1ccc(F)cc1C(=O)C21CC(c2ccccc2)=NO1 (stereo unspecified),13,100,-17,x
CC/C=C/C(=O)N1CC2(CC(c3cccc(NC(=O)CC(c4ccccc4)c4ccccc4)c3)=NO2)C[C@@H]1C(N)=O (stereo partly specified),-17,101,-24,x
O=Cc1ccc(O)c2ncccc12,-94,99,-70,x
CCCN1CCC(=O)N([C@H](CSc2ccc(Br)cc2)c2ccccc2)CC1,33,102,6,x
O=C(c1ccccc1)c1ccc(-c2ccc(O)cc2)cc1,6,102,3,x
COc1ccc(Nc2cc(C)nc(N)n2)cc1,-9,100,-55,x
CC1(c2nnc(-c3ccccc3)o2)CC(c2cccnc2)=NO1 (stereo unspecified),-6,102,-31,x
COc1ccc([N+](=O)[O-])cc1NC(=O)N(C)Cc1ccco1,20,100,12,x
O=C(c1ccc2c3n(nc2c1)-c1ccccc1CO3)N1CCOCC1,0,100,-63,x
COc1cc(SSc2cc(OC)cc([N+](=O)[O-])c2N)c(N)c([N+](=O)[O-])c1,75*,76,-13,x
COc1cc(-c2ccc(NC(=O)NC3CC3)c(OC)c2)ccc1NC(=O)NC1CC1,-1,108,-62,x
COP1(=O)C[C@@H](O)[C@@H](O)[C@@H](COCc2ccccc2)O1 (stereo partly specified),-18,101,-35,x
COc1cc(N=Nc2c(O)c3ccccc3[nH]c2=O)c(OC)cc1N=Nc1ccccc1,-2,99,3,x
O=C(O)C1=C[C@H](c2ccc(F)cc2)C[C@H](OCCCCO)O1,11,102,-6,x
CCCCC1=CC2=C(c3ccco3)C(=O)C(C)(OC(=O)c3ccc(OC)cc3)C(=O)C2=CN1Cc1ccc(OC)cc1 (stereo unspecified),17,98,-91,x
NC(N)=Nc1nc2ccc([N+](=O)[O-])cc2[nH]1,7,99,-5,x
Cc1cc(N(C)C)ccc1N=Nc1ccc2ncccc2c1,14,101,-9,x
c1ccc(-n2ncc3c(NC4CCCCCC4)ncnc32)cc1,8,100,-34,x
COC(=O)CCC(=O)OC1(C)C(=O)C2=CN(CC3CC3)C(c3ccc(OC)cc3)=CC2=C(Br)C1=O (stereo unspecified),23,95,-42,x
Clc1ccc(-c2c(C3=NCCCN3)nnn2-c2ccc(Cl)cc2)cc1,7,102,-28,x
CCCCOC(=O)c1cccnc1,4,105,2,x

# Continued; the last 2 above are carried over.
SMILES,Mcl1-Noxa inh,RGS8-Gao reg,Mcl1-Bid inh,Mcl-1 Bim block
Clc1ccc(-c2c(C3=NCCCN3)nnn2-c2ccc(Cl)cc2)cc1,7,102,-28,x
CCCCOC(=O)c1cccnc1,4,105,2,x
Cc1ccccc1NC(=O)Oc1cccc(OC(=O)c2ccccc2)c1,-15,107,-29,x
O=C(Nc1cccc([N+](=O)[O-])c1)c1cccc(C(=O)Nc2cccc([N+](=O)[O-])c2)c1,62*,93,53*,x
O=C1C(=O)c2ccccc2C(O)=C1CCCCl,6,103,-29,x
COc1cc2oc(-c3ccc(O)cc3)cc(=O)c2c(O)c1OC,9,88,-46,x
CC(C)NC(=O)c1ccc(C(C)C)cc1,13,100,-6,x
COc1cc2c(=O)n(Cc3ccccc3)c(=O)n(CC(=O)C(C)(C)C)c2cc1OC,0,103,-19,x
CCOCCn1c(SCc2ccccc2)nc2c1c(=O)[nH]c(=O)n2C,29,101,-1,x
Cc1cccn2c(=O)c3cc(S(=O)(=O)c4ccccc4)c(=N)n(CC4CCCO4)c3nc12 (stereo unspecified),-2,100,-8,x
O=S1(=O)[C@H]2C[C@@H]3C=C[C@]2(CN1Cc1ccc(C(F)(F)F)cc1)O3,-1,83,-37,x
Cc1ccc(C(c2sc3nc(C)nn3c2O)N2CCN(CCO)CC2)cc1 (stereo unspecified),13,97,-46,x
O=[N+]([O-])c1ccc(N=Nc2c(Cl)cc(O)cc2Cl)cc1,27,110,-5,x
C[N+](C)(C)C(Cc1ccccc1)C(=O)[O-] (stereo unspecified),11,103,-1,x
CCC(C)[C@H]1CNC(=S)N1CCc1cccc2ccccc12 (stereo partly specified),-9,102,-46,x
Cc1cc(NC(=O)OC(C)C)ccc1-c1ccc(NC(=O)OC(C)C)cc1C,22,98,-52,x
O=P(O)(CN1CCCCCC1)C1Cc2ccccc2C1,3,100,-17,x
CC(=O)Oc1c(C)c(OC(C)=O)c2c(c1C(C)=O)OC1CC(=O)C(C(C)=O)=C(O)C21C (stereo unspecified),21,100,-77,x
COc1cc(C(CCN2CCCC(C)C2)c2c(OC)cc(OC)c3c2OC(=O)CC3c2ccc(N(C)C)cc2)cc(OC)c1OC (stereo unspecified),19,101,-143,x
CC1=CC(C)(C)NC(=S)N1c1cccc2cc(S(=O)(=O)O)ccc12,46,100,-19,x
N#Cc1ccc(C23CC4(C2)[C@H](CN(CC2CCCCC2)[C@@H]4c2ccccc2)C3c2ccc(C(F)(F)F)cc2)cc1 (stereo partly specified),-18,103,-38,x
CC1=C(C(N)=O)S(=O)(=O)c2ccccc21,7,92,-125,x

# Laid out differently: 3 of the compounds above
Compound: COc1cc2oc(-c3ccc(O)cc3)cc(=O)c2c(O)c1OC
  Mcl1-Noxa inh: 9 | RGS8-Gao reg: 88 | Mcl1-Bid inh: -46 | Mcl-1 Bim block: x
Compound: Cc1ccc(C(c2sc3nc(C)nn3c2O)N2CCN(CCO)CC2)cc1 (stereo unspecified)
  Mcl1-Noxa inh: 13 | RGS8-Gao reg: 97 | Mcl1-Bid inh: -46 | Mcl-1 Bim block: x
Compound: CCOCCn1c(SCc2ccccc2)nc2c1c(=O)[nH]c(=O)n2C
  Mcl1-Noxa inh: 29 | RGS8-Gao reg: 101 | Mcl1-Bid inh: -1 | Mcl-1 Bim block: x

# One compound at a time, from the list above:
# O=[N+]([O-])c1ccc(N=Nc2c(Cl)cc(O)cc2Cl)cc1 in the list: Mcl1-Noxa inh: 27; RGS8-Gao reg: 110; Mcl1-Bid inh: -5; Mcl-1 Bim block: x
# CC1=CC(C)(C)NC(=S)N1c1cccc2cc(S(=O)(=O)O)ccc12 in the list: Mcl1-Noxa inh: 46; RGS8-Gao reg: 100; Mcl1-Bid inh: -19; Mcl-1 Bim block: x

# (list continues)
SMILES,Mcl1-Noxa inh,RGS8-Gao reg,Mcl1-Bid inh,Mcl-1 Bim block
NS(=O)(=O)c1ccc(Nc2ccccc2)c([N+](=O)[O-])c1,15,90,-11,x
CCOc1ccc(NC(=O)Cn2sc3nc(C)cc(C)c3c2=O)cc1,51*,82,-117,x
C[C@H](NC(=O)c1nc[nH]c1C(=O)N[C@@H](CCCCNC(=O)OC(C)(C)C)C(=O)OC(C)(C)C)c1ccccc1,-50,103,-53,x
CC(C)(C)OC(=O)CNC(=O)c1[nH]cnc1C(=O)N[C@@H](Cc1ccccc1)C(=O)OC(C)(C)C,-52,103,-31,x
COC(=O)C1=C(C(=O)OC)[C@@H]2N(C)c3ccc(OC)cc3[C@@]23C[C@@H](C(=O)OC)N(S(=O)(=O)c2ccc([N+](=O)[O-])cc2)C3=N1,21,102,-57,x
Cc1ccc(SC2=C(Sc3ccc(C)cc3)C(=O)c3ccccc3C2=O)cc1,69*,73,1,x
CC(C)(C)NC(=S)NC(C)(C)C,3,101,-163,x
CC(=O)Nc1nc(C)c(CCCOc2ccc([N+](=O)[O-])cc2)c(=O)[nH]1,-8,103,-11,x
Cc1ccc(C(N)=Nc2ccccc2)cc1,-1,105,-16,x
NC(=O)NC(=O)c1nccnc1C(=O)O,-1,103,18,x
COc1ccc(/C=C/C(=O)C(C)(C)C)cc1OC,-5,101,-9,x
CCOC(=O)c1cc(COc2cc(Cl)cc(Cl)c2)on1,-5,99,13,x
COc1ccc2c(n1)Sc1nc3ccccc3nc1N2,17,102,-48,x
O=C(NCc1ccccc1C(F)(F)F)C1CC(c2cc(C(F)(F)F)cc(C(F)(F)F)c2)=NO1 (stereo unspecified),-16,104,-17,x
COCCNC(=O)C1CC(c2cccc(F)c2)=NO1 (stereo unspecified),-14,107,-29,x
O=C(NC(=S)Nc1cccc(O)c1)c1ccco1,-13,98,-146,x
CCOc1ccc2nc(N3CCC(C(=O)N4CCN(c5ncccn5)CC4)CC3)sc2c1,7,99,-77,x
